SENP8 block-1: SENP8 protease inhibitors, primary screen, biochemical, luminescence | Sentrin-specific protease 8 (Homo sapiens), Q96LD8 | inhibition, % at 10 µM | purified SENP8, Z-RLRGG-aminoluciferin cleavage | 330,000 tested, 1.2% active | AID 2540, 2010; in the data active means inhibition above about 50%
SENP8 block-2: human SENP8 protease inhibitors, primary screen, biochemical, fluorescence, Nedd8 protein substrate, uHTS. recombinant SENP8. inhibition, % at 20 µM. 360,000 tested, 0.64% active. AID 602440, 2012; in the data active means inhibition mostly above about 40%, no sharp cut-off; inactive means mostly below about 27%
NALP3 yeast inh: NALP3 inflammasome inhibitors in reconstituted yeast, primary screen, luminescence, uHTS | Yeast reconstituted NLRP3/ASC/caspase-1, beta-gal luminescence, 24 h | inhibition, % at 10 µM | 330,000 tested, 0.39% active | AID 2825, 2010;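 active means inhibition of 50% or more; inactive means inhibition below 50%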;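 further: plate controls were induced DMSO wells for no effect and uninduced yeast grown without galactose for full effect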
Apaf1 inhib: inhibitors of human Apaf-1 apoptosome, primary screen, biochemical, DEVD-Rh110 fluorescence, uHTS; inhibition, % at 20 µM; Apoptotic protease-activating factor 1 (Homo sapiens), O14727; AID 489030, 2010; reconstituted apoptosome caspase-3 activity; 330,000 tested, 0.71% active; active means inhibition of at least 40% at 20 µM;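 further: plate controls were DMSO wells for no effect and DEVD-CHO caspase inhibitor wells for full effect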
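Assay system – apoptosome proteins · Medium – Hepes buffer, pH 7.5 · Also added – cytochrome c with DEVD-Rh110 · Timing – 30 min compound preincubation, 50 min activation, room temperature · Detection – Rh110 fluorescence, excitation 480 nm, emission 540 nm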
SENP1 FRET inh: human SENP1 catalytic domain inhibitors, primary screen, biochemical, FRET, uHTS. 360,000 tested, 0.21% active. inhibition, % at 10 µM. recombinant SENP1 catalytic domain, CyPet-SUMO1-YPet FRET cleavage. Sentrin-specific protease 1 (Homo sapiens), Q9P0U3;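 active means inhibition at least 30% at 10 µM, raw YFP signal under a set limit, fluorescence ratio 0.5 to 1.5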;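 further: 0% = enzyme with DMSO and 100% = no enzyme wells; some results filed as inactive read as strong as hits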
Target sequence (Q9P0U3 419-644 limits assumed): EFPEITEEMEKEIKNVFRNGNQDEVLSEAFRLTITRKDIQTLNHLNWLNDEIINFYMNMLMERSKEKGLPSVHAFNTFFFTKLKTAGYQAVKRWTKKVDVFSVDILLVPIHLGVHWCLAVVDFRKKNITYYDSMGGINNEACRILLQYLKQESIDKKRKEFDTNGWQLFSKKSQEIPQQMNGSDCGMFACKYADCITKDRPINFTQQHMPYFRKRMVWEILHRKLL
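material = recombinant human SENP1 catalytic domain, His6-tagged | quantity = 20 pM enzyme | reagent = 25 nM SUMO1 FRET substrate | compound dosing = 10 µM single point, 0.5% DMSO | timing = 50 min enzyme reaction, room temperature, light-protected | detection = FRET, CFP and YFP emission | control set = no-enzyme low, enzyme-DMSO high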
PfGluPho inh: PfG6PD enzyme inhibitors, primary screen, biochemical, fluorescence intensity, uHTS. glucose-6-phosphate dehydrogenase-6-phosphogluconolactonase (Plasmodium falciparum 3D7). PfGluPho enzyme, NADPH resazurin-diaphorase fluorescence. inhibition, % at 20 µM. 350,000 tested, 0.78% active. AID 504690, 2011;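 active means inhibition reaching at least a set limit at 20 µM in the primary screen, cut at about 59% in these data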;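 further: 0% = DMSO wells with substrate and 100% = DMSO wells lacking glucose-6-phosphate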
SENP6 inh: SENP6 protease inhibitors, primary screen, biochemical, luminescence, uHTS; Sentrin-specific protease 6 (Homo sapiens), Q9GZR1; Recombinant SENP6 catalytic domain, aminoluciferin luminescence; inhibition, % at 10 µM; 330,000 tested, 1.8% active;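 active means inhibition above about 50% at the single tested dose, limit read from the data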;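 further: plate controls were DMSO wells with enzyme for no effect and DMSO wells lacking enzyme for full effect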
HKDC1 inh: HKDC1 hexokinase inhibitors, primary screen, biochemical, fluorescence, uHTS; recombinant HKDC1, G6PDH/diaphorase resazurin coupled fluorescence; 340,000 tested, 0.16% active; inhibition, % at 20 µM; AID 493160, 2011; Q2TB90;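 active means inhibition above about 35% when tested at 20 µM, limit read from the data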;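 further: plate controls were DMSO wells with enzyme for no effect and DMSO wells lacking enzyme for full effect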
Target sequence (Q2TB90 whole entry, looked up): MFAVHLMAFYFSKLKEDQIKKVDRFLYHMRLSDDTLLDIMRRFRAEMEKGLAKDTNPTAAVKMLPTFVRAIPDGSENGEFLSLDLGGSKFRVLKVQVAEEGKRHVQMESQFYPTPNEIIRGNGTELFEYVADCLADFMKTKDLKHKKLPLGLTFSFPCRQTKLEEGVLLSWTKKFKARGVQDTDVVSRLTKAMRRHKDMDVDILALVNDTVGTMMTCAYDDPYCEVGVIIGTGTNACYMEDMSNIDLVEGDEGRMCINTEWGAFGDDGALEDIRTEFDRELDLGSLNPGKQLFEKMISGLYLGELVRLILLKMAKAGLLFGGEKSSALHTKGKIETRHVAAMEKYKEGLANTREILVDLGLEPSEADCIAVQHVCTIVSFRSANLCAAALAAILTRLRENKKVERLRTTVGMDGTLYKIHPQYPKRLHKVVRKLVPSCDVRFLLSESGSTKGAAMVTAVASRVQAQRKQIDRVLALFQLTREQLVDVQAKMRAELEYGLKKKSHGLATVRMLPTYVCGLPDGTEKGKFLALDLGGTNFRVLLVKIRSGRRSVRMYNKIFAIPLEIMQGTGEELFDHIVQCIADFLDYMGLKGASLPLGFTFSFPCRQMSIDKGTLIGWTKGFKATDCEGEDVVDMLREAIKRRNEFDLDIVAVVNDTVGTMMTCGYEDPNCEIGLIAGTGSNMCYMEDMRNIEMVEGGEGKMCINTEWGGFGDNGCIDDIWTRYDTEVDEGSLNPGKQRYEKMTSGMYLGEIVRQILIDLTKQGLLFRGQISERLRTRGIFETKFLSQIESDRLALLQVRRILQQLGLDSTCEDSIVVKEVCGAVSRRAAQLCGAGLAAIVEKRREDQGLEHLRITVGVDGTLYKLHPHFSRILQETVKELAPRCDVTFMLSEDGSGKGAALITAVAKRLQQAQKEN
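Test system: recombinant HKDC1 (HK5) hexokinase enzyme, produced in-house; Amount: enzyme 5 µg/mL final; Buffer or medium: Tris pH 8.0 buffer with MgCl2, Tween-20, BSA, BME; Reagent: glucose and ATP substrates; Doses: 20 µM test compound, 1% DMSO; Incubation: 90 min reaction incubation at room temperature, dark; Detection: resorufin fluorescence at 613 nm.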
SENP7 inh: SENP7 protease inhibitors, primary screen, biochemical, luminescence, uHTS. recombinant SENP7, Z-RLRGG-aminoluciferin luminescence, 40 min. inhibition, % at 5 µM. 330,000 tested, 1.5% active. AID 434973, 2010;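 active means inhibition above about 50% at the single test dose, limit read from the data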;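 further: plate controls were DMSO with enzyme for no effect and no enzyme buffer wells for full effect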
The depositor's hits bear a star; nt = not tested or not shown.

Results follow in this order: SENP8 block-1	SENP8 block-2	NALP3 yeast inh	Apaf1 inhib	SENP1 FRET inh	PfGluPho inh	SENP6 inh	HKDC1 inh	SENP7 inh
CSc1nsc(SCC(=O)Nc2ccccc2C(=O)O)n1
  -7	17	17	19	0	34	-16	-2	2
O=C1CCCN1S(=O)(=O)c1ccc(F)cc1
  1	7	6	-5	0	-13	13	-1	5
CCOc1c(Cl)cc(CNCC(C)C)cc1OC
  -9	7	8	0	4	-8	-23	-9	-6
C=C(C)C(=O)Nc1cccc(C2=NOC3(C2)C[C@@H](C(N)=O)N(C(=O)C2(C)CC2)C3)c1 (stereo partly drawn)
  -9	2	16	-295	25	25	-32	-2	-4
c1ccc2nc3c(nc2c1)CCc1nonc1-3
  7	14	-18	-18	0	-2	1	-17	0
Cc1ccc(C)c(NC(=O)CCC(=O)NNC(=S)Nc2ccccc2)c1
  4	5	12	7	2	-6	-7	6	9
COc1cc(S(=O)(=O)N(Cc2cccs2)CC2CCCO2)ccc1-n1cnnn1 (stereo not drawn)
  3	14	-1	0	3	10	11	-8	4
Cc1ccc(C2=NN(C(=O)CCl)C(c3cccs3)C2)o1 (stereo not drawn)
  -4	-2	25	6	-2	0	-10	10	-1
CCSC1=C(C#N)C(c2ccc(C)s2)CC(=O)N1 (stereo not drawn)
  -6	6	16	-6	1	-13	-24	12	-5
CC(C(=O)Nc1cccc([N+](=O)[O-])c1)N1C(=O)NC2(CCCC2)C1=O (stereo not drawn)
  1	18	-2	-1	1	0	-18	-4	-8
OCCN(Cc1ccccc1)Cc1ccccc1O
  1	-2	13	-6	2	15	-5	-3	-6
CCCCCCCCCCCCS(=O)(=O)CCC(=O)O
  -2	15	2	-3	2	-17	6	4	6
Nc1nonc1-n1nnc(C(=O)N/N=C/c2cc(Br)cs2)c1-c1ccccc1
  1	10	13	15	1	2	0	3	10
CCN1CNC(=S)N(c2cccc(C)c2)C1
  2	17	24	-10	1	-3	-1	-2	1
COc1ccc(C(O)Cn2cc([N+](=O)[O-])nc2C)cc1 (stereo not drawn)
  6	23	16	-5	0	1	5	-4	4
CCCS(=O)(=O)N1CCCC(C(=O)N2CCCCC2)C1 (stereo not drawn)
  3	17	0	-5	1	6	-12	7	-3
COC(=O)C1C(=O)C2=C(CC1C)NC(=O)CC2c1cccc(C)c1 (stereo not drawn)
  1	13	-3	13	0	1	8	-4	2
CC(C)=CCC/C(C)=C/CNC(=O)C[C@H]1C[C@H](C(=O)N2CCOCC2)[C@@]2(CCC3CCCC3)c3[nH]c4cc(CCC(=O)N(C)C)ccc4c3CCN2C1=O
  nt	7	nt	32	-2	30	nt	0	-9
CN(C)CC/C=C1/c2ccc(F)cc2Sc2ccc(Cl)cc21
  -10	24	34	14	2	-5	-9	1	0
O=C(Cc1ccccc1)Nc1ccccc1N1CCOCC1
  0	19	24	-1	2	-5	9	-6	1
COc1ccc(C(=O)NC(=S)NNC(=O)c2ccc(C)cc2)cc1
  0	8	54*	-14	0	-17	-14	-9	5
CC(C)(CO)N=Cc1c(O)[nH]c2ccccc12
  3	30	-2	8	1	-2	-3	-4	6
C/C=C(/CCC1NCCc2c1[nH]c1ccccc21)[Si](C)(C)C (stereo not drawn)
  nt	-422	nt	nt	-29	32	nt	2	nt
O=S(=O)(Nc1cccnc1)c1ccc(C2CCCCC2)cc1
  3	18	3	6	1	-15	5	3	8
O=S(=O)(Nc1ccc(O)c2ccccc12)c1ccc(OC(F)(F)F)cc1
  39	36	6	61*	3	32	75*	52*	23
CCOC(=O)C1CCCCN1Cc1ccc(F)cc1 (stereo not drawn)
  -13	5	3	10	0	8	-32	10	-6
C[C@H](CO)N1C[C@H](C)[C@@H](CN(C)S(C)(=O)=O)Oc2ccc(NS(=O)(=O)c3cn(C)cn3)cc2C1=O
  8	-5	-1	-13	1	15	-19	-1	-7
COc1ccccc1CCC(=O)Nc1ncc(C)s1
  -2	17	27	3	3	7	11	6	-6
COc1ccc(-n2ccnc(SCC(=O)NC3CCCCC3)c2=O)cc1
  8	-325	-2	5	3	26	-2	-6	-7
CCc1ccc(N(C(=O)c2csnn2)C(C(=O)NC(C)(C)CC)c2cccnc2)cc1 (stereo not drawn)
  5	3	9	-9	0	2	-17	-7	-5

Part of the list above in a different format.
CC(C)(CO)N=Cc1c(O)[nH]c2ccccc12
  SENP8 block-1 = 3
  SENP8 block-2 = 30
  NALP3 yeast inh = -2
  Apaf1 inhib = 8
  SENP1 FRET inh = 1
  PfGluPho inh = -2
  SENP6 inh = -3
  HKDC1 inh = -4
  SENP7 inh = 6
CCCS(=O)(=O)N1CCCC(C(=O)N2CCCCC2)C1 (stereo not drawn)
  SENP8 block-1 = 3
  SENP8 block-2 = 17
  NALP3 yeast inh = 0
  Apaf1 inhib = -5
  SENP1 FRET inh = 1
  PfGluPho inh = 6
  SENP6 inh = -12
  HKDC1 inh = 7
  SENP7 inh = -3
CN(C)CC/C=C1/c2ccc(F)cc2Sc2ccc(Cl)cc21
  SENP8 block-1 = -10
  SENP8 block-2 = 24
  NALP3 yeast inh = 34
  Apaf1 inhib = 14
  SENP1 FRET inh = 2
  PfGluPho inh = -5
  SENP6 inh = -9
  HKDC1 inh = 1
  SENP7 inh = 0
C/C=C(/CCC1NCCc2c1[nH]c1ccccc21)[Si](C)(C)C (stereo not drawn)
  SENP8 block-1 = nt
  SENP8 block-2 = -422
  NALP3 yeast inh = nt
  Apaf1 inhib = nt
  SENP1 FRET inh = -29
  PfGluPho inh = 32
  SENP6 inh = nt
  HKDC1 inh = 2
  SENP7 inh = nt

Further compounds:
Results follow in this order: SENP8 block-1	SENP8 block-2	NALP3 yeast inh	Apaf1 inhib	SENP1 FRET inh	PfGluPho inh	SENP6 inh	HKDC1 inh	SENP7 inh
CC(=O)c1cc(-c2ccccc2)n(CC(=O)Nc2ccc(C)c(C)c2)c1C
  -3	8	5	16	1	18	-9	-4	-1
CCN(CC)c1ccc(CNC23CN4CN(CN(C4)C2)C3)cc1
  -7	20	18	2	1	5	2	0	7
CCOC(=O)c1c(-c2ccc(OC)cc2)csc1NC(=O)CCN1C(=O)c2ccccc2C1=O
  -3	12	13	18	0	62*	-1	3	-2
COc1cc(NC2c3ccccc3C(=O)N2Cc2ccccc2Cl)cc(OC)c1 (stereo not drawn)
  0	14	5	8	1	11	1	6	6
COc1ccc(-c2noc(CCC(=O)NCc3cccnc3)n2)cc1
  -3	23	4	4	-1	5	4	-5	-2
Fc1ccc(-c2nc3cnccn3c2NC2CCCC2)cc1
  2	-405	4	9	-27	2	19	-6	12
Cn1c2c(c(=O)n(C)c1=O)[C@@]1(C(=O)Nc3ccccc31)C(C#N)=C(N)O2
  6	10	8	-1	3	13	0	11	-2
COc1ccc(C(=O)Nc2nnc(CCc3ccccc3)s2)c(OC)c1
  2	4	31	15	1	8	0	3	-3
Cc1ccc(-c2ccnc3[nH]n(-c4ccccc4)c(=O)c23)cc1
  2	-48	7	1	2	15	10	-4	10
c1ccc(CCc2nc(-c3ccccc3)no2)cc1
  -10	23	23	0	0	5	-6	-6	2
COc1ccc(C)cc1NC(=O)c1ccc(S(=O)(=O)N2CCCCC2)cc1
  0	-189	38	22	1	4	-5	5	7
CCN(Cc1ccncc1)Cc1cn(C)nc1-c1ccc(Oc2ccccc2)cc1
  -6	-1	9	16	1	-2	-18	-1	-11
COc1cccc(C(=O)Nc2cc(NC(=O)c3cccs3)ccc2C)c1
  -1	4	1	-9	-2	0	-15	1	13
CC(C)(C)NC(=O)NC(=O)COC(=O)Cc1c(Cl)cccc1Cl
  2	8	14	14	2	-16	-15	-2	-5
Cc1ccccc1CN1CCN(CC(=O)NCc2ccc3c(c2)OCO3)C1=O
  -8	2	12	-6	0	-10	-2	0	0
O=C(CN1CCN(S(=O)(=O)/C=C/c2ccccc2)CC1)NC(=O)NCc1ccco1
  -1	8	27	-22	-2	4	-13	10	10
COc1ccc(NC(C)=O)cc1S(=O)(=O)NC(C)c1ccc(-n2ccnc2)cc1 (stereo not drawn)
  -5	5	10	-6	2	4	-8	1	0
NC(=O)c1ccccc1NC(=O)CC1(CC(=O)O)CCCC1
  6	-8	14	-6	1	2	-10	-5	2
CCOC(=O)C1CCN(S(=O)(=O)c2ccc3c(c2)CC(C)N3C(=O)C2CC2)CC1 (stereo not drawn)
  -6	9	13	15	1	-11	0	1	2
COC(=O)c1ccc(CSCc2ccc(C#N)cc2)cc1
  -6	nt	44	11	nt	nt	-9	nt	-3
Cc1ccc(O)c(CNc2nccs2)c1
  -3	30	-2	2	1	-17	-20	3	6
CN(C(=S)Nc1ccc(Oc2ccccc2)cc1)C1CCCCC1
  4	16	30	8	1	7	8	-2	26
Cc1cc(C)cc(N(CC(=O)NC2CCC(C)CC2)S(=O)(=O)c2c(C)noc2C)c1 (stereo not drawn)
  2	1	6	0	1	2	1	-5	2
O=C(CSc1nnnn1-c1ccccc1)c1cc2ccccc2oc1=O
  4	-12	10	10	-4	14	-1	-5	4
O=C1c2ccccc2C(=O)C1c1ccncc1
  64*	41*	-6	-1	7	-3	80*	5	58*
COc1ccc(/C=C2/SC(=S)N(c3ccc(S(=O)(=O)Nc4nccs4)cc3)C2=O)cc1
  -3	24	9	7	-8	-32	-17	14	-1
O=C(Nc1nc(-c2ccccn2)cs1)Nc1ccc(F)cc1F
  -1	5	28	20	3	57	37	-4	10
COc1cccc(-c2nnc(SCC(=O)N3CCCc4ccccc43)o2)c1
  -14	8	17	14	-1	5	-11	0	13
CSCc1cc(N(C)c2ccccc2)nc(-c2ccccc2)n1
  2	2	26	13	2	-5	-2	-6	2
O=C(NC1CCCCC1)N1CCN(c2ccccc2)CC1
  -2	10	17	5	1	-5	-7	0	8
CC(C)Cn1c(CN2CCN(C)C(CCO)C2)nc2ccccc21 (stereo not drawn)
  4	-4	1	-3	-6	-19	0	4	-3
CCCOc1ccc(C(C)=O)cc1CC(C(N)=O)C(N)=O
  7	19	4	-9	3	12	12	-1	3
COc1ccc(/C=C2\SC(=S)N(CCC(=O)N(CCO)Cc3ccccc3)C2=O)cc1OC
  3	19	16	14	-53	-9	6	5	3
COc1ccc(CC(=O)Nc2ccc3c(c2)C(=O)N(CCC(=O)O)C3=O)cc1
  -2	-33	9	-6	0	-6	-3	-4	-6
CC(=O)NCCn1c(SCC(=O)NC2CCCCC2)nc2ccccc2c1=O
  -4	14	7	-18	1	-20	6	-5	-4
CCC(Oc1ccccc1)C(=O)Nc1ccc(S(=O)(=O)Nc2cnc3ccccc3n2)cc1 (stereo not drawn)
  -6	-489	2	7	1	-45	-3	1	0
Brc1ccc(/C=N/Nc2ncnc3c2cnn3Cc2ccccc2)cc1
  1	-19	13	-1	-3	-17	-9	-2	-2

Compound activity: PubChem, Sanford-Burnham Center for Chemical Genomics
